# DT40 TDP1 no CPT: qHTS for Inhibitors of human tyrosyl-DNA phosphodiesterase 1 (TDP1): qHTS in cells in absence of CPT; AID 686978, 2013; Potency, µM (doses to about 46.2 µM), for inactives: at the top dose activity change, negative = growth inhibition, hits mostly inhibitors; DT40 Tdp1-/- hTDP1 cells, no CPT, ATP luminescence, 48 h; 15% of 420,000 active; further: nearly all actives have a fitted effect of over 55% in size
#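 Readout: luminescence from CellTiter-Glo after 30 min in the dark at RT. Cells: DT40 Tdp1-/- with stable hTDP1, 400/well. Exposure: compounds alone, ≥48 hr, 37 °C.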
# TDP1 cell CPT: qHTS for Inhibitors of human tyrosyl-DNA phosphodiesterase 1 (TDP1): qHTS in cells in presence of CPT. chicken DT40 Tdp1-/-;hTDP1 cells + 20 nM CPT, ATP luminescence, 48 h. Potency, µM (top dose mostly 46.2 µM), for the others: top-dose activity change, negative = growth inhibition, usual class: inhibitors. 12% of 420,000 active; further: nearly all actives have a fitted effect of over 55% in size
#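 Cell growth measured by CellTiter-Glo luminescence after a minimum 48 h, 37 C compound exposure with 20 nM CPT in Tdp1-knockout DT40 cells stably expressing hTDP1, seeded 400/well; qHTS titration format.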
# TDP1 block: qHTS Assay for Inhibitors of Tyrosyl-DNA Phosphodiesterase (TDP1); Tyrosyl-DNA phosphodiesterase 1 (Homo sapiens), Q9NUW8; recombinant TDP1, AlphaScreen DNA substrate cleavage; Potency, µM (series often up to 130 µM), for the others: at the top dose activity change, negative = inhibition, most hits filed as inhibitors; 0.28% of 350,000 active; AID 485290, 2010; further: nearly all actives have a fitted effect of over 40% in size
# Target sequence (Q9NUW8 whole entry, looked up): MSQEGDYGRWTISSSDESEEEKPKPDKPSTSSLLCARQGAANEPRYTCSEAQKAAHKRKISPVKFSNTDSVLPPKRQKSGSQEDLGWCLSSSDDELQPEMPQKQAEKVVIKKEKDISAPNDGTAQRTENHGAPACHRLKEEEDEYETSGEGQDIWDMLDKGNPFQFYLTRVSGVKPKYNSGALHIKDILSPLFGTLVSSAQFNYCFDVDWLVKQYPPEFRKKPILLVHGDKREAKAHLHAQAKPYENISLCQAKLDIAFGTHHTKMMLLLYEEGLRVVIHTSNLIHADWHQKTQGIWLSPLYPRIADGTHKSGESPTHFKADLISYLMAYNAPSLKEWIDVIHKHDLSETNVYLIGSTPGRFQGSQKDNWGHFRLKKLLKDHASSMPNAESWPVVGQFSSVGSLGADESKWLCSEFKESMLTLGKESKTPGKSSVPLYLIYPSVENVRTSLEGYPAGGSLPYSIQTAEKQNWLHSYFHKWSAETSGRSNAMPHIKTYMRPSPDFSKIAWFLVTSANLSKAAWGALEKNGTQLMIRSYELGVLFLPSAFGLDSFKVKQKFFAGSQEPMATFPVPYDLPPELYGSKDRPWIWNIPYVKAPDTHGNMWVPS
#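 Here, a 5' biotin and 3' phosphotyrosine-FITC DNA oligonucleotide reports Tdp1 activity: intact substrate bridges AlphaScreen beads, while cleavage leaves a 3' phosphate and drops signal. All incubations at room temperature.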
# The depositor's hits bear a star; u = inconclusive; x = no result given; [ ] = another dose, or the depositor's remark. The call rests on the fitted dose curve; in most records, active means well fitted curve in the direction sought with a large enough effect; inconclusive means small, poorly fitted or top-dose-only effect, or another doubt; inactive means no such curve, though single readings can be large; an effect the other way counts as inactive or inconclusive. On the % scale 0 is the no-effect control and ±100 the full control effect; potency means the concentration at half of the fitted maximal effect. Compounds as they come; overall some 18% were active at least once.
# The line under a structure holds: DT40 TDP1 no CPT	TDP1 cell CPT	TDP1 block
- COc1cc(OC)cc(-c2c(-c3ccsc3)c3cc(Br)ccc3n2C)c1
  u	-7%	2%
- Cn1c(SCc2c(Cl)cccc2Cl)nc(C(F)(F)F)cc1=O
  -69%	u	1%
- Cc1ccc(-n2c(C)cc(/C=c3/sc4nc5ccccc5n4c3=O)c2C)cc1
  9.2µM*	16µM*	-7%
- Cc1cc(C)c(NC(=O)CN2C(=O)CCSc3ccc(S(=O)(=O)N4CCCC4)cc32)c(C)c1
  -21%	-8%	2%
- Cc1onc(-c2ccccc2)c1C(=O)NC1CCC(C)CC1 (configuration not stated)
  u	13µM*	0%
- COCCCn1c(=O)c2sccc2n2c(CCCC(=O)Nc3cccc(C(F)(F)F)c3)nnc12
  21µM*	16µM*	-3%
- CN(c1ccc(O)cc1)c1nc(O)c(C2=c3ccccc3=NC2=O)s1
  u	u	x
- Cc1ccc(-c2ccc(=O)n(CC(=O)Nc3ccc4c(c3)OCCO4)n2)cc1
  5%	13%	5%
- Cc1c(C=O)c2ccccn2c1C(=O)c1ccc(Cl)c([N+](=O)[O-])c1
  16µM*	u	0%
- O=C(CSc1nnnn1Cc1ccccc1)c1ccccc1
  -12%	-19%	2%

# Next section, starting with the last 5 of the part before.
# The line under a structure holds: DT40 TDP1 no CPT	TDP1 cell CPT	TDP1 block
- COCCCn1c(=O)c2sccc2n2c(CCCC(=O)Nc3cccc(C(F)(F)F)c3)nnc12
  21µM*	16µM*	-3%
- CN(c1ccc(O)cc1)c1nc(O)c(C2=c3ccccc3=NC2=O)s1
  u	u	x
- Cc1ccc(-c2ccc(=O)n(CC(=O)Nc3ccc4c(c3)OCCO4)n2)cc1
  5%	13%	5%
- Cc1c(C=O)c2ccccn2c1C(=O)c1ccc(Cl)c([N+](=O)[O-])c1
  16µM*	u	0%
- O=C(CSc1nnnn1Cc1ccccc1)c1ccccc1
  -12%	-19%	2%
- CC(/C=C/c1ccccc1)=N/NC(=O)CNC(=O)c1ccccc1F
  2%	13%	2%
- C=CC[C@]12C[C@@H](OC)C(=O)C=C1O[C@@H](c1ccc(OC)c(OC)c1)[C@H]2C
  u	18µM*	x
- O=P(Cc1ccccc1)(Cc1ccccc1)c1ccccc1
  u	u	x
- O=C(Cn1cc(S(=O)(=O)Cc2cccc(Cl)c2)c2ccccc21)Nc1ccccc1Cl
  1%	-3%	-4%
- Cc1oc(-c2ccc(Cl)cc2)nc1CN1CCC(C(=O)NCc2cccnc2)CC1
  u	-3%	4%
- CCOC(=O)c1c(NC(=O)C2C3CCC(O3)C2C(=O)O)sc(C)c1-c1ccc(F)cc1 (configuration not stated)
  -1%	-19%	7%
- O=c1c(OCc2ccccc2)cccn1Cc1ccccc1
  u	-1%	x
- CCC(Sc1nc2ccccc2o1)C(=O)Nc1nnc(C)s1 (configuration not stated)
  u	u	2%
- O=C(NCc1cccc(Cl)c1)c1ccc(NC(=O)N2CC3CCCN3c3ccccc32)cc1 (configuration not stated)
  13µM*	23µM*	11%
- O=C(c1cc(COc2ccc3ncccc3c2)on1)N1CCCC(O)C1 (configuration not stated)
  21µM*	u	0%

# Looked up above.
# Value of CCOC(=O)c1c(NC(=O)C2C3CCC(O3)C2C(=O)O)sc(C)c1-c1ccc(F)cc1 (configuration not stated) in DT40 TDP1 no CPT: -1%
# Value of O=c1c(OCc2ccccc2)cccn1Cc1ccccc1 in TDP1 cell CPT: -1%

# New compounds follow.
# The line under a structure holds: DT40 TDP1 no CPT	TDP1 cell CPT	TDP1 block
- CCCCNC(=O)C(NC(=O)c1cccs1)C(=O)c1ccccc1 (configuration not stated)
  1%	-2%	x
- COC(=O)c1cc(S(=O)(=O)N2CCN(c3ccc(OC)cc3)CC2)cn1C
  -10%	-24%	4%
- O=C1CC(c2cc(F)cc(F)c2)c2cc3c(cc2N1)OCO3 (configuration not stated)
  16µM*	u	0%
- CCOc1ccccc1NC(=O)CSc1nnc(-c2ccco2)n1Cc1ccco1
  -19%	-18%	7%
- CC1=C(C(=O)Nc2ccccc2)C(c2ccco2)C(C#N)=C(SCC(N)=O)N1 (configuration not stated)
  u	u	1%
- CCOc1cc2c(cc1OCC)CN(CC(=O)Nc1ccccc1C(=O)NC1CC1)CC2
  -14%	u	2%
- O=C(Nc1ccc(NS(=O)(=O)c2ccccc2)c(Cl)c1)c1ccccc1
  -19%	-12%	x
- CC(=O)N1CCN(S(=O)(=O)c2cccc(C(=O)OCC(=O)N(CCC#N)c3ccc(F)cc3)c2)CC1
  3%	-6%	0%
- N#Cc1c(-n2cccc2/C=N/O)sc2c1CCCC2
  u	u	8%
- CN(C(=O)C1CCN(c2ncnc3c2nc2n3CCCCC2)CC1)c1ccccc1F
  u	u	5%
- CCc1ccc(C2CC(=O)Nc3cc4c(cc32)OCO4)cc1 (configuration not stated)
  u	-18%	2%
- COCOCCn1cc(CN2CCS(=O)(=O)N(Cc3ccc(-c4ccccc4)cc3)C(C(C)C)C2=O)nn1 (configuration not stated)
  23µM*	u	x
- O=C(CSc1ncccc1-c1nc2ccccc2[nH]1)NC1CC1
  -1%	-28%	6%
- O=C(CSc1nc(-c2ccccc2)cs1)NC(=O)NCc1ccco1
  -13%	-12%	2%
- O=C(O)CC/C(=N/Nc1ccc([N+](=O)[O-])cc1)C(=O)O
  0%	13%	2%
- N=c1c2c(-c3ccccc3)c(-c3ccccc3)oc2ncn1Cc1ccco1
  21µM*	u	5%
- COc1cccc(OC)c1C(=O)Nc1ccc(N2CCN(S(C)(=O)=O)CC2)cc1
  -13%	8%	0%
- CSCC(=O)NCC1(N(C)Cc2ccccc2)Cc2ccccc2C1
  -25%	8%	2%
- CC(C(=O)N1CCCCC1)n1sc2ccccc2c1=O (configuration not stated)
  -15%	2%	-4%[56.1 µM]
- COc1cccc(Oc2c(C)oc3c(CN4CCCCC4)c(O)ccc3c2=O)c1
  10%	-5%	x
- CCOC(=O)CNC(=O)c1ccc(C#CC2(O)CCCCC2)cc1
  4%	17%	0%
- CCCCNC(=S)NNc1c(Cl)cc(Cl)cc1Cl
  -25%	u	11%
- O=c1[nH]c(C2CCN(S(=O)(=O)c3ccc4c(c3)OCCO4)CC2)nc2c1nnn2Cc1ccc(F)cc1
  -23%	u	x
- CCOc1ccc(C2Nc3c(C)cccc3-c3cc(C)nn32)cc1 (configuration not stated)
  u	21µM*	0%
- COCCCNC(=O)CN1C(=O)c2ccccc2C1=O
  0%	-4%	0%
- CCCc1nc2c(sc3nc4c(cc32)COC(C)(C)C4)c(=O)o1
  -25%	-15%	7%
- CC1(C)CC(=O)C2=C(C1)OC(N)=C(C#N)C21C(=O)N2CCCc3cccc1c32 (configuration not stated)
  -10%	-11%	3%
- O=C(Nc1ccncc1)Nc1ccc(F)cc1
  u	u	4%
- CC(C)Cc1nc(SCC(=O)N2CCCCC2)c2c(=O)n(C)c(=O)n(C)c2n1
  u	u	1%
- Cc1cc(C)c2c(=O)[nH]c(SCC(=O)N3CCCCC3)nc2n1
  -10%	-4%	-2%

# Compound profiles (already shown):
# CCCc1nc2c(sc3nc4c(cc32)COC(C)(C)C4)c(=O)o1 in the list: DT40 TDP1 no CPT = -25%; TDP1 cell CPT = -15%; TDP1 block = 7%
# O=c1[nH]c(C2CCN(S(=O)(=O)c3ccc4c(c3)OCCO4)CC2)nc2c1nnn2Cc1ccc(F)cc1 in the list: DT40 TDP1 no CPT = -23%; TDP1 cell CPT = u; TDP1 block = x
# CCOC(=O)CNC(=O)c1ccc(C#CC2(O)CCCCC2)cc1 in the list: DT40 TDP1 no CPT = 4%; TDP1 cell CPT = 17%; TDP1 block = 0%

# The listing continues.
# The line under a structure holds: DT40 TDP1 no CPT	TDP1 cell CPT	TDP1 block
- Cc1ccc(Cn2c(SCC(=O)N/N=C/c3ccccc3OCC(=O)O)nc3ccccc32)cc1
  13%	-8%	-6%
- NC(=O)NN=C1c2cc(S(=O)(=O)N3CCOCC3)ccc2-c2ccc(S(=O)(=O)N3CCOCC3)cc21
  3%	u	2%
- CCC(C)c1ccc(S(=O)(=O)N2CCN(C(=O)c3ccc(Cl)c(S(=O)(=O)N4CCOCC4)c3)CC2)cc1 (configuration not stated)
  18µM*	u	x
- Cc1ccc(C(=O)CSc2nc(O)cc(=O)[nH]2)cc1C
  -20%	1%	x
- CSc1nc2ccccc2c(=O)n1N
  -2%	0%	0%
- O=C(Nc1ccc(N2CCOCC2)c(Cl)c1)c1ccc(S(=O)(=O)N2CCOCC2)cc1
  15µM*	-19%	-7%
- CCCN(CCC)S(=O)(=O)c1ccc(Cl)c([N+](=O)[O-])c1
  15µM*	u	3%
- CN1CCOC(=O)/C1=N/Nc1cc(Cl)ccc1Cl
  4%	0%	5%
- Cc1cccc(CN2C[C@H](Sc3ccccn3)C[C@H]2C(=O)Nc2ccc3sc(C)nc3c2)c1
  -20%	1%[9.04 µM]	x
- COc1cccc(NC(=O)CNC(=O)c2ccc(F)cc2)c1
  1%	-4%	-1%
- CSCC[C@H](NC(=O)c1cccc(S(=O)(=O)N2CCN(C)CC2)c1)c1nc2ccccc2[nH]1
  -18%	u	-17%
- CN(Cc1ccc(-n2cccn2)cc1)Cc1nc(-c2cnccn2)no1
  -4%	-1%	0%
- COc1ccc(C(=O)Nc2ccc(NC(=O)c3cccs3)cn2)cc1
  u	u	x
- CCO[C@@H]1OC(C(=O)N2CCCCCCC2)=C[C@H](C2CCCCC2)[C@H]1CCCO
  u	13µM*	5%
- O=C(c1cc(-c2cccc(Cl)c2)on1)N1CCN(c2ccc(F)cc2)CC1
  -12%	-4%	2%
- CN(c1ccccc1)c1ncccn1
  -16%	-9%	x
- Nc1ccccc1C(=O)N/N=C1/C2CN3CCN(C2)CC1(Cc1ccccc1)C3
  15%	5%	1%
- N#CC1=C(N)NC(=S)C(C(N)=O)C1c1ccc(Cl)cc1Cl (configuration not stated)
  18µM*	10µM*	2%
- COc1ccc(S(=O)(=O)N2CCC(=O)N2)cc1
  -18%	5%	-4%
- c1ccc(CNc2nc3ccccc3c3nc(-c4ccccc4)nn23)cc1
  2.6µM*	u	4%

# Quoted from the entries so far (two entries):
# The line under a structure holds: DT40 TDP1 no CPT	TDP1 cell CPT	TDP1 block
- COc1cc(OC)cc(-c2c(-c3ccsc3)c3cc(Br)ccc3n2C)c1
  u	-7%	2%
- Cn1c(SCc2c(Cl)cccc2Cl)nc(C(F)(F)F)cc1=O
  -69%	u	1%

# New compounds follow:
# The line under a structure holds: DT40 TDP1 no CPT	TDP1 cell CPT	TDP1 block
- COC(=O)C(N)Cc1ccc(O)cc1 (configuration not stated)
  -6%	-5%	-2%
- C/C(=N/NC(=O)CNC(=O)c1ccccc1F)c1ccc2c(c1)CCCC2
  u	u	4%
- CNC(=O)c1c(NC(=O)CCS(=O)(=O)c2ccccc2)sc(C)c1C
  u	u	-16%[0.505 µM]
- CC(=O)c1cnc(-c2ccccc2)s1
  6%	6%	1%
- Cc1ccc(CN(Cc2cc3cc(C)ccc3[nH]c2=O)C(=O)N2CCOCC2)cc1
  -19%	2%	2%
- CCNc1nc(Oc2ccc(=O)[nH]n2)nc(N2CCOCC2)n1
  -6%	-14%	3%
- O=C(CSc1nc(-c2ccc(F)cc2)cc(C(F)(F)F)n1)Nc1ccc2c(c1)OCO2
  -29%	-27%	-3%
- O=C(CN1CCOc2ccccc21)NCc1ccc(Cl)cc1
  12%	3%	8%
- Cc1c(NC(=O)/C(=C/c2cccs2)NC(=O)c2ccccc2)c(=O)n(-c2ccccc2)n1C
  -24%	6%	3%
- Cc1occc1-c1nnc(SCC(=O)c2ccc(Cl)cc2)n1C
  -12%	-10%	-1%
- CCOC(=O)C1CCN(C(=O)CCN2C(=O)C3C4C=CC(C4)C3C2=O)CC1 (configuration not stated)
  0%	u	3%
- CN(C)c1ccc(NC(=O)CC2NCCNC2=O)cc1 (configuration not stated)
  -11%	-3%	1%
- Cc1ccc(C(=O)Nc2ccccc2)cc1S(=O)(=O)Nc1ccc(Br)cc1
  u	u	-3%[12.3 µM]
- O=C(NCCCNC(=O)c1ccccn1)c1cccc(F)c1
  -1%	8%	5%[0.0935 µM]
- CCOc1ccc(Oc2ccc(S(=O)(=O)N3CCOCC3)cc2NC(=O)C2=COCCO2)cc1
  23µM*	u	x
- COc1ccc(CN2CN(C(C)C)CSC2=S)cc1
  3.3µM*	2.9µM*	4%
- O=C(O)c1cc(S(=O)(=O)NC(CO)C(O)c2ccc([N+](=O)[O-])cc2)ccc1Br (configuration not stated)
  1%	4%	5%
- O=C1CSC(=S)N1/N=C/c1cccnc1
  u	15µM*	x
- Cc1cccc(OCC(=O)N2CCN(C(=O)c3cccs3)CC2)c1
  -13%	-15%	-4%
- N#Cc1ccccc1CSc1nc2ccc(NC(=O)c3ccccc3C(=O)O)cc2s1
  -9%	-20%	5%
